AmpC det inh: AmpC beta-lactamase inhibition, detergent assay | P00811 | purified AmpC, nitrocefin hydrolysis with detergent | Potency, µM (top dose mostly 28.7 µM), without a hit: at the highest dose activity change, negative = inhibition | 71,000 tested, 0.09% active | AID 584; active = well fitted curve in the direction sought with a large enough effect
Target sequence (P00811 whole entry, looked up): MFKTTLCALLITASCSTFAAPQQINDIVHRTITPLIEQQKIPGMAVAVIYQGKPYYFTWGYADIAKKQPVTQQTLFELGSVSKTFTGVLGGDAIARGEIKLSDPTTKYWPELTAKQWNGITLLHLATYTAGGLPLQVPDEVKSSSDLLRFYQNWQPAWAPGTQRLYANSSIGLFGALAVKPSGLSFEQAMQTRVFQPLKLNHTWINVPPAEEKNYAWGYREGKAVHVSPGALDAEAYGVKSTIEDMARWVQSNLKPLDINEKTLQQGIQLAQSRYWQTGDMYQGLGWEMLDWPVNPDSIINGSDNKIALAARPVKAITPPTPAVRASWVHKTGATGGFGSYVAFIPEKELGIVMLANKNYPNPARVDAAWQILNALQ
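E. coli AmpC (5.3 nM) in 20 mM phosphate pH 7.0 with 0.01% Triton X-100, preincubated 15 min RT with compound; nitrocefin (2 uL of 800 uM stock) hydrolysis followed by 480 nm absorbance every 20 s over 4 min.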
* hit, by the source's call; [ ] = remark or other dose. % is set by controls: 0 for no effect and ±100 for the full control effect; potency is the fitted concentration of half-maximal effect. Not all compounds are listed (hit frequency here may not be typical).

SMILES	AmpC det inh
CCOc1cc(C)c(S(=O)(=O)NC2CCCCC2)cc1C	-5%
COc1ccccc1OCCCCNC(C)(C)C	7%
COC(=O)CCC(=O)COc1ccccc1C#N	-1%
O=C(CCc1nc2ccccc2[nH]1)N1CCc2ccccc2C1	11%
Cc1cc(C(=O)CSc2nc3ccccc3[nH]2)c(C)n1C	-3%
CC(C)(C)c1ccc(OCC(O)CS(=O)(=O)c2ccccn2)cc1 (centres undefined)	-1%
O=C1C=C(NCc2ccco2)C2(CCCCC2)O1	-2%
Cc1[nH]c(=O)[nH]c(=O)c1CSc1nnc(CCCCCNC(=O)OC(C)(C)C)o1	0%
Cc1c(S(=O)(=O)N2CCN(c3cccc(C(F)(F)F)c3)CC2)c(=O)n(C)c(=O)n1C	8%
Cc1noc(C)c1-c1nc(NC2CCNCC2)c2ccccc2n1	7%
C/C(=C1/SC(N2CCOCC2)=NC1=O)c1ccc(Br)cc1	6%
CC(C)N(Cc1nc(-c2ccccc2)no1)C(=O)C(C)(C)C	-2%
C=CCOc1c(Cl)cc(/C=N/O)cc1OC	22%
O=C(NCc1ccc(Cl)cc1)c1cc(-c2cccs2)on1	19%
Cc1cc(C)nc(N2CCCC(C(=O)Nc3cc(F)ccc3C)C2)n1 (centres undefined)	-3%
CCCOc1ccc2c3c(c(=O)oc2c1)CCCC3	-1%
CC1=C(CC(=O)O)c2cc(F)ccc2/C1=C\c1ccc(S(C)(=O)=O)cc1	-2%
c1ccc(C(CCN2CC3CCC(CC3)C2)c2ccccc2)cc1	-2%[5.75 µM]
CCC(=O)N1CCCc2cc(S(=O)(=O)NCc3cccs3)ccc21	-2%
CN(C)CCNC(=O)C(C(=O)c1ccccc1)n1ccccc1=O (centres undefined)	-5%
Cc1ccc(-c2nc3ccccc3c(=O)n2CCCN2CCOCC2)cc1	-3%
COc1ccc(Cc2nnc(NC(=O)Cc3cccs3)s2)cc1	-4%
Fc1cccc(CN2CCN(c3ncccn3)CC2)c1	-4%
NC(=O)c1ccccc1O	8%
CC(Sc1ccc(Br)cc1)C(N)=O (centres undefined)	-7%
CC(C)N(Cc1ccccc1)S(=O)(=O)c1n[nH]c(C(C)(C)C)n1	-2%[5.75 µM]
CC1=CC(=C2C(=O)NC(=O)NC2=O)C=C(C(F)(F)F)N1C(C)C	7%
CCSc1nnc(Cn2c(=O)sc3ccccc32)n1-c1ccccc1C	5%
CCCNc1nc2c(c(=O)n(C)c(=O)n2C)n1Cc1cccc(C)c1	-4%
COc1ccc(CCNC(=O)CCN2C(=O)C3CC=CCC3C2=O)cc1OC (centres undefined)	9%
CC(CC(=O)Nc1ccncc1)c1ccccc1 (centres undefined)	-1%
O=c1c(-c2cccs2)nc2cnc(Oc3cccc(Cl)c3)nc2n1C1CC1	-4%
O=c1c2cc(N3CCOCC3)ccc2[nH]c(=S)n1CCCN1CCCCCC1	-1%
O[C@@H](c1cc(-c2ccc(Cl)cc2)nc2ccccc12)[C@@H]1CCCCN1	-5%[5.75 µM]
Cc1ccccc1CN1C(=O)CSc2ccc(C(=O)N3CCOCC3)cc21	0%
O=C(CC1OC(=O)c2ccccc21)Nc1ccccc1N1CCOCC1 (centres undefined)	-4%
O=C1CN(C(=O)CSc2nnc(-c3ccccc3)n2Cc2ccc3c(c2)OCO3)c2ccccc2N1	-4%
Cc1cc(C)n(C(=O)c2ccc(NC(=O)C3CC3)cc2)n1	18%
O=C(CN1CCOc2ccccc21)NC1CCN(Cc2ccccc2)CC1	5%
CCCS(=O)(=O)N1CCCC(C(=O)NCCN(CC)c2ccccc2)C1 (centres undefined)	0%
CCc1nnc(NC(=O)C2CCCN2S(=O)(=O)c2ccccc2)s1 (centres undefined)	-1%
Nc1ccc(S(=O)(=O)Nc2nccs2)cc1	8%
CCn1c(N2CCN(S(=O)(=O)c3ccccc3C(F)(F)F)CC2)nc2ccccc21	-2%
FC(F)Sc1ccc(Nc2ncnc3nc[nH]c23)cc1	-5%
O=C(c1c[nH]c(=O)n(-c2ccccc2)c1=O)N1CCc2ccccc21	1%
Cn1cc(S(=O)(=O)NCc2cccs2)c(=O)n(C)c1=O	8%
CC(C)(C)C(=O)/C(C#N)=c1\s/c(=C\c2ccncc2)c(=O)n1CCCN1CCOCC1	-1%
Cc1cc(C(=O)Nc2c(C)n(C)n(-c3ccccc3)c2=O)cs1	23%
O=S(=O)(NCCc1cn2ccccc2n1)c1ccc2c(c1)OCCO2	4%
O=C(Cc1ccc(Br)cc1)N1CCN(c2ccccc2)CC1	-1%
CC(=O)NCCn1c(SCC(=O)NCCC2=CCCCC2)nc2ccccc2c1=O	-4%
COCCn1c(C(=O)N2CCCC2)cc2c1C[C@H]1CN(C(=O)c3ccccc3)[C@@](Cc3ccc(F)cc3)(C(=O)OC)[C@@H]21	2%
O=C(Nc1cccc(C(F)(F)F)c1)N1CCC(c2nc(-c3ccc(F)cc3)no2)CC1	2%
CCCc1cc(C(=O)Nc2ccc(C(C)=O)cc2)no1	2%
O=S(=O)(c1ccccc1)c1nc(-c2ccco2)oc1NCCCn1ccnc1	-3%
CSc1oc(-c2ccccc2)nc1C(N)=O	1%
O=C(Nc1ccccc1)c1ccc(S(=O)(=O)NCC2CCCO2)cc1 (centres undefined)	11%
COC(=O)c1cc2occc2n1CC(=O)Nc1ccc(C)cc1C	1%
CC(c1ccccc1)n1c(NCCCn2ccnc2)nc2c1c(=O)[nH]c(=O)n2C (centres undefined)	0%
COc1ccc(CCNc2c(C)c(C)nc3ncnn23)cc1	-3%

(list continues)
SMILES	AmpC det inh
O=C(NCc1ccco1)C(c1ccccc1)N(CC1CCCO1)C(=O)Cn1nnc2ccccc21 (centres undefined)	-5%
CCn1c(C)csc1=NC(=O)c1ccccc1	0%
O=C(Cc1ccccc1)N1CCN(Cc2ccccn2)CC1	-6%
C=C(CC1(CNP(=O)(c2ccccc2)c2ccccc2)CC1)c1ccccc1	-4%
O=S(=O)(Nc1ncccc1O)c1ccc(Cl)cc1	-4%
CCCCS(=O)(=O)/C=C\C=C/S(=O)(=O)CCCC	-4%
CS(=O)(=O)Nc1ccccc1C(=O)NC1CC2CCC1C2 (centres undefined)	-8%
CC(=O)C1=C(C)NC(SCC(=O)c2cc(Cl)ccc2Cl)=C(C#N)C1c1ccco1 (centres undefined)	-3%
NCCSc1nc2ccccc2s1	-2%[5.75 µM]
O=S(=O)(Nc1nccs1)c1cc(Cl)ccc1Cl	-5%
CCSC1=C(C#N)C(c2ccccc2Cl)CC(=O)N1 (centres undefined)	9%
CCOC(=O)c1c(N)sc2c(NC(C)=O)cccc12	12%
Cc1occc1C(=O)N1CCN(S(C)(=O)=O)CC1	-2%
CCCCOC(=O)Nc1cccc(C(C)=O)c1	6%
Nc1c(C(=O)Nc2ccc(F)cc2)sc2nc(-c3ccco3)ccc12	-3%
O=S(=O)(Nc1cccnc1)c1cccc2cccnc12	11%
NC(=O)C1(N2CCCCC2)CCN(C(=O)CSc2nc(C(F)(F)F)cc(=O)[nH]2)CC1	-3%
CN1C(=O)Cn2c1nc1ccccc12	10%
COCc1[nH]nc2c1C(c1cc(OC)c(O)c(OC)c1)C(C#N)=C(N)O2 (centres undefined)	0%
CC1CCCC(NS(=O)(=O)c2ccc3c(c2)OCCO3)C1C (centres undefined)	-3%
Cc1cc(-c2ccccc2)n(-c2ccc(C(=O)N3CCN(c4ncccn4)CC3)cc2)n1	-4%
c1ccc(Cn2nnnc2CN2CCN(c3ncccn3)CC2)cc1	-1%
COc1ccc(NC(=O)C2C3CCC(C3)C2C(=O)O)cc1OC (centres undefined)	0%
O=P(c1ccccc1)(c1ccccc1)N1CC2(CC2)CC(O)(c2ccccc2)C1 (centres undefined)	-1%
CCN1CCN(C(=O)COc2cc(=O)n(CC)c3ccccc23)CC1	-7%
COc1ccc(NC(=O)c2ccccc2NC(=O)C2CCCO2)cc1 (centres undefined)	-4%
Cc1noc(C)c1COC(=O)c1cc(C)n(-c2ccccc2)c1C	15%
CC1(C)CC(=O)CC(C2(O)C(=O)N(Cc3ccccc3)c3ccccc32)O1 (centres undefined)	6%
CCOC(=O)c1c(NC(=O)C2CCCN2S(=O)(=O)c2cccc3nsnc23)sc(C)c1C (centres undefined)	-2%
COc1ccccc1NS(=O)(=O)CC12CCC(CC1=O)C2(C)C (centres undefined)	-2%
O=C(NCc1ccc(Cl)cc1Cl)c1ccccn1	-5%
FC(F)(F)c1cc(NC(=S)N2c3ccccc3-n3cccc3[C@H]2c2cccnc2)cc(C(F)(F)F)c1	-4%[5.75 µM]
CN1CCc2cccc3c2[C@@H]1Cc1ccc(O)c(O)c1-3	0%
COc1cc2cc(C(c3nnnn3C3CCCCC3)N(C)C3CCCCC3)c(=O)[nH]c2cc1OC (centres undefined)	6%
CN(C(=O)C1CCOC1)c1nnc(-c2cnccn2)s1 (centres undefined)	9%
Oc1cc(O)c2c(c1)O[C@H](c1ccc(O)c(O)c1)[C@H](O)C2	-2%[12.8 µM]
CC1(C)Cc2c(sc3nc(SCC(=O)N4CCOCC4)nc(N)c23)CO1	-3%
O=C(NC12CC3CC(CC(C3)C1)C2)N1CCN(S(=O)(=O)c2ccc(Cl)cc2)CC1	0%
CCOC(=O)N1CCN(C(=O)C2CCCN(c3nc4ccc(OCC)cc4s3)C2)CC1 (centres undefined)	13%
Cn1nc(CC(=O)Nc2ccc3c(c2)OCCO3)c2ccccc2c1=O	-3%
Cc1ccc(C)c(Cn2nnc3c(=O)[nH]c(C(=O)NCC4CCCO4)nc32)c1 (centres undefined)	7%
O=S(=O)(c1ccc2ccccc2c1)N1CCCOC1	-3%
COc1cc(C(=O)N(Cc2ccco2)Cc2cc3ccccc3[nH]c2=O)cc(OC)c1OC	-2%
CN(C)CCNC(=O)c1ccc(CS(=O)(=O)c2c(Cl)cccc2Cl)o1	4%
COc1ccc(CCNC(=O)c2c(-c3ccccc3)noc2C)cc1OC	10%
CCCCCCN(C(=O)CCCCCN1C(=O)NC(C2CC2)C(C(=O)OCc2ccccc2)=C1C)C(C(=O)NCCCC)c1ccc(OCC(=O)OC)c(C(=O)OC)c1 (centres undefined)	12%
Cc1cc(NC(=O)CSc2nc3c(c(-c4cccnc4)c2C#N)CCC3)no1	-2%
Cc1ccc(Br)cc1	8%

20 successive entries from above:
SMILES	AmpC det inh
CCOC(=O)c1c(NC(=O)C2CCCN2S(=O)(=O)c2cccc3nsnc23)sc(C)c1C (centres undefined)	-2%
COc1ccccc1NS(=O)(=O)CC12CCC(CC1=O)C2(C)C (centres undefined)	-2%
O=C(NCc1ccc(Cl)cc1Cl)c1ccccn1	-5%
FC(F)(F)c1cc(NC(=S)N2c3ccccc3-n3cccc3[C@H]2c2cccnc2)cc(C(F)(F)F)c1	-4%[5.75 µM]
CN1CCc2cccc3c2[C@@H]1Cc1ccc(O)c(O)c1-3	0%
COc1cc2cc(C(c3nnnn3C3CCCCC3)N(C)C3CCCCC3)c(=O)[nH]c2cc1OC (centres undefined)	6%
CN(C(=O)C1CCOC1)c1nnc(-c2cnccn2)s1 (centres undefined)	9%
Oc1cc(O)c2c(c1)O[C@H](c1ccc(O)c(O)c1)[C@H](O)C2	-2%[12.8 µM]
CC1(C)Cc2c(sc3nc(SCC(=O)N4CCOCC4)nc(N)c23)CO1	-3%
O=C(NC12CC3CC(CC(C3)C1)C2)N1CCN(S(=O)(=O)c2ccc(Cl)cc2)CC1	0%
CCOC(=O)N1CCN(C(=O)C2CCCN(c3nc4ccc(OCC)cc4s3)C2)CC1 (centres undefined)	13%
Cn1nc(CC(=O)Nc2ccc3c(c2)OCCO3)c2ccccc2c1=O	-3%
Cc1ccc(C)c(Cn2nnc3c(=O)[nH]c(C(=O)NCC4CCCO4)nc32)c1 (centres undefined)	7%
O=S(=O)(c1ccc2ccccc2c1)N1CCCOC1	-3%
COc1cc(C(=O)N(Cc2ccco2)Cc2cc3ccccc3[nH]c2=O)cc(OC)c1OC	-2%
CN(C)CCNC(=O)c1ccc(CS(=O)(=O)c2c(Cl)cccc2Cl)o1	4%
COc1ccc(CCNC(=O)c2c(-c3ccccc3)noc2C)cc1OC	10%
CCCCCCN(C(=O)CCCCCN1C(=O)NC(C2CC2)C(C(=O)OCc2ccccc2)=C1C)C(C(=O)NCCCC)c1ccc(OCC(=O)OC)c(C(=O)OC)c1 (centres undefined)	12%
Cc1cc(NC(=O)CSc2nc3c(c(-c4cccnc4)c2C#N)CCC3)no1	-2%
Cc1ccc(Br)cc1	8%

The list continues:
SMILES	AmpC det inh
O=C(Nc1cccc(Cn2cccn2)c1)c1cc2c(s1)CCCC2	-9%
CS(=O)(=O)N(CC(=O)Nc1cccc(F)c1)Cc1ccccc1	0%
COc1ccc2c(c1)cc(C)c1nnc(SCC(=O)N3CCN(C(=O)c4ccco4)CC3)n12	-1%
NC(=O)C[C@@H](N)c1nn[nH]n1	-2%[5.75 µM]
COc1cccc(Cn2c(=O)c(-c3ccc(Cl)cc3)nc3cnc(OC)nc32)c1	-1%
Cc1ccc(CNC(=O)CCS(=O)(=O)c2cccc3nsnc23)cc1	-3%
CC(NC(=O)COc1cccc(Br)c1)C(=O)O (centres undefined)	-4%
O=C(O)c1cc(Cl)c(Cl)cc1C(=O)N1CCOCC1	5%
O=C(NC1CC2CCCC(C1)N2C(=O)NC1CCCCC1)c1ccc(F)cc1 (centres undefined)	10%
COc1ccccc1N1CCN(CC(=O)Nc2cccc(F)c2)CC1	-4%
COCCCNC(=O)C12CCC(C)(C(=O)C1)C2(C)C (centres undefined)	-2%
N#Cc1nc(Cc2cccc3ccccc23)oc1NCC1CCCO1 (centres undefined)	-3%
O=C(Cn1ncnn1)OCc1ccccc1Cl	10%
COc1cc(-c2noc(CCC(N)=O)n2)cc(OC)c1OC	1%
CCN(CC)CCCNC(=O)N[C@@H](Cc1ccccc1)C(=O)O	-1%
CCOC(=O)c1oc2ccccc2c1NC(=O)c1ccc2c(c1)OCO2	-3%
CCCC(=O)Nc1ccc(N2CCOCC2)cc1	-5%
O=C(c1ccco1)N1CCC(c2nc(-c3ccccc3Cl)no2)CC1	-2%
